PG9 binder: PG9 antibody binding by small molecule | TR-FRET gp120-PG9 antibody binding | inhibition, % at 6.7 µM | actives 0.43% (n = 360,000) | AID 624416; in the data active = inhibition above about 8.5%
sPLA2-III inh: Blocks human group III sPLA2 activity | Q9NZ20 | actives 0.56% (n = 370,000) | inhibition, % at 12.2 µM | QFRET BODIPY PC-A2 liposome hydrolysis, fluorescence | AID 743126;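 active = inhibition above mean plus 3 SD of compounds lying within the high and low control bounds, cut at about 19% in these data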;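 also: 0% = median of test compound wells and 100% = no enzyme DMSO wells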
Target sequence (Q9NZ20 whole entry, looked up): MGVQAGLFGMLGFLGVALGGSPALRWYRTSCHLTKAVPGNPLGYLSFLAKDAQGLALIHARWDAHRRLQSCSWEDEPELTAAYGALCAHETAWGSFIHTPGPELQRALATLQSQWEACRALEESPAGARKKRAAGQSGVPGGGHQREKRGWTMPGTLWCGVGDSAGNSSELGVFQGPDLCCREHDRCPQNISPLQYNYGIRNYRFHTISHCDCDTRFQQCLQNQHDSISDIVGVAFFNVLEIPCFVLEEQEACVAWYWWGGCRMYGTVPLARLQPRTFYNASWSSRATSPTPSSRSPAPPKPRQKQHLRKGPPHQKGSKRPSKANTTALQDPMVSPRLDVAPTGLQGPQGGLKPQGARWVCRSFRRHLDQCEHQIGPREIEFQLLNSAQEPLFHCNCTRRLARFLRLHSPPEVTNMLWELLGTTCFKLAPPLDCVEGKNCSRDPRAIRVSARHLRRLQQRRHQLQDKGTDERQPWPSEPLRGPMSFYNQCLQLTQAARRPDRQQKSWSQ
hgDAF12 agonist: activates the H. glycines DAF-12 receptor ligand-binding domain; activation, % at 6.8 µM; actives 1.8% (n = 370,000); HEK293 GAL4-hgDAF12 UAS-luciferase reporter, agonist luminescence; normalized to butyrate control; AID 687014;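 active = activation above a cutoff set at the mean of all screened compounds plus 3 SD, cut at about 10% in these data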;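 also: 0% = DMSO wells and 100% = sodium butyrate wells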
PLC-beta3 inh: PLC-beta3 (human) inhibition, primary screen. Purified PLC-beta3, fluorogenic substrate, fluorescence. inhibition, % at 12.2 µM. actives 0.18% (n = 370,000); in the data active = inhibition above about 11%;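 also: 0% = median of compound wells on plate and 100% = full blocker control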
DAX1 inh-1: inhibitors of DAX1 repression of SF-1 activated StAR promoter. HEK293T StAR-luciferase reporter, SF-1/DAX-1 repression relief. inhibition, % at 6.8 µM. actives 1.1% (n = 370,000). AID 652010;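 active = inhibition above the mean over all tested compounds plus 3 SD, cut at about 3.6% in these data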;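 also: 0% = DAX-1 cells with DMSO and 100% = cells lacking DAX-1 with DMSO; higher inhibition means more luminescence from relief of DAX-1 repression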
hcDAF-12 act: activates DAF-12 receptor from parasite H. contortus. HEK293 hcDAF-12 lit1-tk-luc reporter, luminescence; 0% DMSO, 100% Δ7-dafachronic acid. activation, % at 6.8 µM. actives 1.4% (n = 370,000). AID 652067;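 active = activation above the mean of all tested compounds plus 3 SD, cut at about 5.5% in these data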;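 also: 100% = response to 3 µM Δ7-dafachronic acid high control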
SMARCA2 act: increases SMARCA2 function in MMTV reporter cells; MG213 cells, MMTV-luciferase reporter, dexamethasone, overnight; AID 652017; actives 1% (n = 370,000); activation, % at 9.1 µM; in the data active = activation above about 7.8%;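 also: 0% = vehicle wells and 100% = reference activator wells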
FXN GAA850 act: increases GAA850 frataxin promoter reporter activity; actives 0.56% (n = 360,000); HEK293 lucGAA850 FXN promoter luciferase reporter, 24 h; percent of 10 µM SAHA response; activation, % at 6 µM;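 active = activation above the average of all compounds screened plus 3 SD, cutoff fixed separately per campaign, cut at about 7.5% in these data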;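 also: 0% = DMSO wells and 100% = 10 µM SAHA wells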
DAX1 inh-2: inhibits human nuclear receptor DAX1; inhibition, % at 6.75 µM; AID 504766; actives 0.99% (n = 340,000); P51843; HEK293 Gal4-DAX1 luciferase reporter, luminescence;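 active = inhibition above the mean over all tested compounds plus 3 SD, cut at about 4.2% in these data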;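 also: 0% = DAX1-transfected cells with DMSO and 100% = empty-vector control cells with DMSO; inhibition shows as a rise in luminescence from relieved DAX1 repression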
Target sequence (P51843 207-470 limits assumed): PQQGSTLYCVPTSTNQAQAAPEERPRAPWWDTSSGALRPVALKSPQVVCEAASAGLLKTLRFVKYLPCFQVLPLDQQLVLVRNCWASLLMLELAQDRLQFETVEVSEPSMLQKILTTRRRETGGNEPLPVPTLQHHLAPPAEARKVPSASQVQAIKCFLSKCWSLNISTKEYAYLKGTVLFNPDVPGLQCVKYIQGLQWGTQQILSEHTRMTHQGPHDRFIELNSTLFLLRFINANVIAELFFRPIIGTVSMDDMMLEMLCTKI
ssDAF-12 act: activates DAF-12 receptor from parasite S. stercoralis. activation, % at 6.8 µM. actives 1% (n = 370,000). HEK293 ssDAF-12/GRIP1 lit1-tk-luc reporter, luminescence; % of 3 µM dafachronic acid response;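 active = activation above the mean over all tested compounds plus 3 SD, cut at about 0.9% in these data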;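 also: 0% = DMSO-only wells and 100% = 3 µM delta7-dafachronic acid wells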
Rev-erbA mod: modulators of human Rev-erb alpha DNA binding; P20393; Rev-erbα–FITC-DNA binding, fluorescence polarization, 90 min; activity, % at 10 µM; actives 0.79% (n = 370,000); AID 1259318;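 active = activity above about 14%, limit read from the data; passing the limit was not always enough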;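 also: 0% = DMSO wells with 35 nM protein and 100% = DMSO wells with 750 nM protein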
The depositor's hits bear a star; . = not tested or not shown; & = joins results of further samples.

Values in the order – PG9 binder, sPLA2-III inh, hgDAF12 agonist, PLC-beta3 inh, DAX1 inh-1, hcDAF-12 act, SMARCA2 act, FXN GAA850 act, DAX1 inh-2, ssDAF-12 act, Rev-erbA mod
- COc1ccc(OC)c(CCNC(=O)CCC(=O)N2CCOc3ccc(C)cc32)c1
    -0.9, 4, -3.8, 3, 1.1, 1.6, -2, -1.8, 0.0, -1.8, 10
- O=C(c1cccs1)N1CCC2(O)CCCCC2C1c1ccc(F)cc1 (stereo unspecified)
    0.0, 14, 4.4, -1, 0.0, -1.9, -1, -0.5, 0.2, -0.8, 1
- Cc1ccc(NC(=O)Nc2ccccc2C(N)=O)cc1
    -0.1, 1, 1.3, -19, -0.4, -2.5, 3, 2.9, -1.1, -0.8, 7
- Cc1cc(C)n(CCN(C)c2nc3nonc3nc2NC2CC2)n1
    -0.7, 2, -1.7, 2, -0.2, 0.5, -3, -0.1, -0.2, -1.9, -4
- OC(COc1ccc(Cl)c2ccccc12)CN1CCN(c2ccccn2)CC1 (stereo unspecified)
    0.1, -24, -0.6, -3, -0.1, -1.9, -5, 3.2, 0.3, -1.2, 5
- CCN(CC)c1ccc(NC(=O)c2cnc3ccccn3c2=O)c(C)c1
    -2.2, 5, -1.9, -3, -1.2, -2.0, -1, 0.7, -0.2, -2.2, -7
- COC(=O)C1CCN(C(=O)CSc2nnc(-c3ccncc3)o2)CC1
    0.8, 2, -1.6, -4, -0.1, -0.4, 0, 3.2, -0.2, -1.1, 9
- Cc1c(NC(=O)OCCSc2nc(N(C)C)nc(N(C)C)n2)sc(=S)n1C
    1.4, -29, -3.8, 2, -0.4, -3.3, -2, 1.1, -1.1, -2.0, 2
- Cn1c(=O)c2[nH]c(CCCCCCCCc3nc4ccccc4[nH]3)nc2n(C)c1=O
    -0.2, 3, -11, -1, -4.1, -4.7, -8, -3.9, -4.9, -2.1, 6
- N#Cc1nc(-c2ccc(OCc3ccccc3)cc2)oc1NCCCn1ccnc1
    0.0, -10, -1.3, -30, 2.0, -1.4, 1, -2.8, 0.6, -1.2, -3
- CC(C)c1ccccc1NC(=O)CNCCOc1ccccc1F
    -0.7, 7, -0.2, -1, -0.1, -1.7, 0, -0.5, 0.3, -1.4, -5
- CCCC(C)NC(=O)CN1C(=O)c2cccc3cccc1c23 (stereo unspecified)
    0.3, -1, 1.2, -324, -0.5, -1.9, -1, 1.6, -0.1, -1.0, 3
- CCOC(=O)c1c(NC(=O)c2ccoc2C)sc(C)c1C
    1.0, -4, -0.6, -3, 0.3, -0.9, -1, 0.9, 1.8, -1.0, 6
- CCOc1cccc(OCCOCCN2CCCC2)c1
    -1.0, 0, -0.1, 0, 0.0, 0.5, 1, 0.4, 0.3, -0.9, 1
- O=S(=O)(NC1=NCCC1)c1cccc(NC(=S)Nc2ccc(OC(F)F)cc2)c1
    -1.1, 2, -0.8, 2, 0.5, -1.4, 5, -0.9, -0.8, -0.9, 1
- CC1CCCN(C(=O)COC(=O)Cc2c[nH]c3ccccc23)C1 (stereo unspecified)
    -0.3, -35, 0.1, -3, 0.2, 2.9, 2, 3.6, 0.6, -0.2, -5
- COCCN(CCOC)S(=O)(=O)c1ccc(C(=O)Nc2nc(-c3ccncc3)cs2)cc1
    16*, -2, -6.2, -12, -1.4, -3.5, -5, 1.1, -2.0, -2.3, 8
- Cc1ccc(C(=O)N/N=C\c2ccc(-c3ccc(Cl)cc3)o2)cn1
    -0.6, -9, 2.6, -160, -0.1, -1.1, 1, -0.2, 3.6, -1.2, 8
- CCOC(=O)C1=CN(Cc2cccc(F)c2)S(=O)(=O)N(CC)C1c1ccc(C(F)(F)F)cc1 (stereo unspecified)
    0.2, 13, -0.4, -2, 0.6, 0.0, -3, -4.2, -0.5, -1.0, -5
- O=C1CSC(=S)N1N=Cc1ccc(Cl)s1
    -2.9, 2, 1.7, -20, -0.8, 1.1, 3, 2.3, -0.4, -0.7, -1
- NC(=O)c1ccccc1NC(=S)NC(=O)c1ccc(Br)o1
    -2.8, 2, 6.7, -21, 1.1, 9.2*, 5, 4.1, 2.6, -0.1, 6
- Cc1ccc(S(=O)(=O)Nc2ccc(C(=O)NC3CC3)cc2)cc1
    -1.9, 5, -1.6, -5, 1.9, -0.1, -3, 1.3, -0.1, -1.1, 7
- Clc1ccc(CSc2nc3ccncc3[nH]2)cc1
    -2.4, -26, 19*, 2, 8.4*, 5.9*, 4, 2.4, -2.8, 0.7, -4
- COC(=O)[C@]12CCCCC=C1N(Cc1cccc3ccccc13)C(=O)[C@H](CC(=O)NCc1ccccc1)C2
    1.9, -23, 0.5, 0, -0.4, -2.4, -3, ., ., -0.4, -1
- COc1cc(OC)nc(NC(=S)NC(=O)c2ccccc2)n1
    -0.6, 10, 3.3, 1, 0.4, 1.5, -1, 1.5, -0.5, -0.3, -5
- O=C(NCc1ccc2c(c1)OCO2)c1ccc2c(c1)S(=O)(=O)c1ccccc1C2=O
    -1.9, -10, -2.5, 0, -0.2, -1.6, 1, -1.3, -0.9, -1.6, -1
- CCOC(=O)N1CCN(C(=O)c2ccc(Cn3c(=S)[nH]c4ccc(Br)cc4c3=O)cc2)CC1
    1.1, 4, 0.8, 7, -1.9, 1.3, -1, 1.9, -0.2, -0.5, -3
- COc1ccc(OC)c(C=C2CCc3ccccc3C2=O)c1
    -2.0, -4, 14*, -67, -1.3, 2.3, -3, ., ., -0.5, -1
- NC(=O)CC(NC(=O)c1cccc(Br)c1)c1ccc(NC2CCCCCCCCCCC2)c([N+](=O)[O-])c1 (stereo unspecified)
    0.6, 17, -1.9, 4, 0.4, 0.2, 1, 1.8, 1.6, -1.1, 3
- CC(=O)Oc1ccc(/C=N/NC(=O)c2ccc(N(C)S(=O)(=O)c3ccccc3)cc2)cc1
    1.3, -3, -2.2, -18, 0.1, -2.1, -3, -1.0, 0.2, -1.2, -3

Structures listed above shown as hits in DAX1 inh-1:
| structure | PG9 binder | sPLA2-III inh | PLC-beta3 inh | DAX1 inh-1 | hcDAF-12 act | SMARCA2 act | DAX1 inh-2 | ssDAF-12 act | Rev-erbA mod |
| --- | --- | --- | --- | --- | --- | --- | --- | --- | --- |
| Clc1ccc(CSc2nc3ccncc3[nH]2)cc1 | -2.4 | -26 | 2 | 8.4* | 5.9* | 4 | -2.8 | 0.7 | -4 |

(listing goes on)
Values in the order – PG9 binder, sPLA2-III inh, hgDAF12 agonist, PLC-beta3 inh, DAX1 inh-1, hcDAF-12 act, SMARCA2 act, FXN GAA850 act, DAX1 inh-2, ssDAF-12 act, Rev-erbA mod
- Cc1cccnc1NC(=O)CCCc1c[nH]c2ccccc12
    -2.9, -13, -1.8, -5, 0.8, 3.9, 3, -2.3, 0.8, 0.1, -3
- CCCCOc1ccc(C2NC(=O)NC(C)=C2C(C)=O)cc1OCC (stereo unspecified)
    1.8, -8, -1.7, 3, 0.0, -0.8, 1, 2.8, -0.5, -1.8, 1
- CCOC(=O)[C@H]1[C@H]2COc3ccc(Cl)cc3[C@@H]2N2C(=O)c3cc(Br)ccc3NC(=O)[C@@]12C
    -3.3, -3, -2.1, 4, 0.1, -0.9, -2, -7.5, -0.6, -1.2, 5
- O=C(O)c1ccc(-c2ccc(/C=C3\NC(=O)N(Cc4ccc(Cl)cc4)C3=O)o2)cc1Cl
    0.9, -6, -3.0, -43, 0.3, -0.9, -4, -0.5, -0.2, -0.9, -16
- CC(Oc1ccc(Cl)cc1)C(=O)N/N=C/c1ccsc1 (stereo unspecified)
    -0.3, 5, 0.3, -1, 0.0, -1.1, -1, 0.7, 0.2, -1.8, 0
- COCCOc1cc2ncnc(N3CCC(C(=O)O)CC3)c2cc1OCCOC
    0.8, 3, -1.5, -17, 0.6, -0.5, 0, 1.0, -0.1, -1.7, 1
- NCCCC[C@H]1CNC(=S)N1CCCCC1CCCCC1
    -2.2, 14, -4.2, 4, -0.8, -1.1, -2, 0.9, 0.0, -1.4, -7
- C=CCNC(=O)c1cnn(-c2ccccc2)c1-c1ccccc1
    1.0, 0, 0.3, 3, -0.1, 0.5, -2, -0.1, -0.7, -1.4, -1
- COc1cccc(-c2nc(N3CCN(c4ccccc4)CC3)c3ccccc3n2)c1O
    1.5, 4, 1.7, 0, 0.6, 2.2, 0, 1.4, 1.0, -0.7, -4
- Cc1cc(=O)n2c3ccccc3n(CC(O)CN3CCC(C)CC3)c2c1C#N (stereo unspecified)
    -2.4, -3, -0.1, -4, -0.2, -0.5, 3, 2.0, -0.8, -1.2, 6
- Cc1ccc(C)c(CN2C(=O)C3(OCCCO3)c3ccccc32)c1
    -0.4, 0, -1.7, 2, -0.3, -2.1, 2, 2.4, -0.6, -1.9, 1
- CCS(=O)(=O)n1nc(-c2ccccc2)cc1N
    -0.3, -2, -1.2, 3, 0.7, -1.6, -4, 0.3, 0.6, -0.7, 4
- CCCC(=O)Nc1ccc2c(c1)nc(CCN1CCC(C)CC1)n2C
    -0.5, 15, -4.0, 2, -0.4, -0.5, 5, -1.6, 1.3, 0.9, 1
- O=C(Nc1cccc(F)c1)Nc1nnc([C@@H]2C[C@H](O)[C@@H](CO)O2)s1
    1.5, 4, 4.7, 2, 2.6, 3.7, 1, 1.9, ., -0.7, 2
- Cc1cccc(-n2cc(CNCCN3CCOC3=O)c(-c3cccc(F)c3)n2)c1
    -0.1, -17, -0.2, -2, 0.3, -0.1, 1, 2.3, 0.5, -1.7, 3
- O=C(/C=C/c1ccco1)NCC1OCCc2ccccc21 (stereo unspecified)
    -1.0, -4, 1.0, -17, 0.1, -3.0, 0, 4.2, 0.4, -1.6, -9
- CC(C)CCOc1ccc(C2=NNC(=O)CC2)cc1
    -1.1, 0, -0.1, -1, 1.0, 0.5, 3, 5.5, -0.8, -1.2, 0
- N[C@@H](C(=O)N[C@@H]1C(=O)N2C(C(=O)O)=C(Cl)CS[C@H]12)c1ccccc1
    0.3, -3, -1.8, -43, -1.0, 2.6, -2, -0.3, -0.9, -0.8, 2&2
- Cc1ccc(S(=O)(=O)N2CC3(O)CN(C(=O)OC(C)C)N(C(=O)OC(C)C)CC3(OC(=O)NC3CCCC3)C2)cc1 (stereo unspecified)
    -1.2, -8, 0.9, 1, -0.6, -0.6, -5, 0.3, -0.1, -0.4, -1
- COc1ccc(OC)c(NC(=O)CCN2C(=O)c3cccc([N+](=O)[O-])c3C2=O)c1
    0.1, 8, -0.1, 3, -0.1, -1.9, -3, 1.8, 0.1, -0.3, -3
- Cc1ccccc1CN1C(=O)c2ccccc2C1c1nnnn1Cc1ccccc1 (stereo unspecified)
    -1.0, -3, 3.4, 2, -0.7, 4.1, 7, ., ., 0.0, 7
- COc1ccc(S(=O)(=O)N2CCOC2CNC(=O)C(=O)NCCN2CCOCC2)cc1OC (stereo unspecified)
    -2.6, 5, -2.1, -4, 0.4, -0.7, 0, 2.6, 1.2, -0.7, 2
- Cc1cc(C)c(NS(=O)(=O)c2c(C)noc2C)c(C)c1
    -0.3, -1, 1.9, -7, -0.2, -1.0, -1, -0.6, 0.4, -1.2, 6
- COc1ccc2nc3n(c(=O)c2c1)-c1cc2ccccc2cc1C(=O)NC3Cc1ccc(O)cc1 (stereo unspecified)
    -1.4, -25, -2.7, -2, -2.4, -2.0, -5, -11, -0.4, -1.9, 6
- CC(=O)NC1C(OCc2cccc(Br)c2)OC(COC(C)=O)C(OC(C)=O)C1OC(C)=O (stereo unspecified)
    0.9, 8, -3.8, -1, -0.1, -1.1, -3, -2.4, 0.0, -1.9, 4

Source: PubChem BioAssay
